Compound activity: PubChem BioAssay, Broad Institute
FN deposition inh: fibronectin deposition inhibition; AH1F fibroblasts, Alexa488-fibronectin deposition fluorescence, overnight; inhibition, % at 12.6 µM; 350,000 compounds, 0.086% hits; AID 743247;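 active = mean inhibition across replicates of 30% or more, regardless of how many single replicates reach that level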;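 note: positive control wells lacked labelled fibronectin entirely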
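Assay system: AH1F fibroblasts assembling fluorescent fibronectin matrix; Amount: 10000 AH1F cells per well; Buffer or medium: DMEM, 2% serum; Probe or stimulus: Alexa488-fibronectin, 24 nM final in well; Doses: single compound dose, delivered by pin transfer; Incubation: 1 h adhesion, overnight exposure; Measured by: fluorescence 485/525 nm; Read-out: fibronectin deposition inhibition.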
PglD inh: PglD (C. jejuni) enzyme inhibition. purified PglD enzyme, DTNB colorimetric CoA detection. inhibition, % at 12.5 µM. 360,000 compounds, 0.098% hits; in the data active = inhibition above about 16%, passing the limit was not always enough; note: strong numbers were not always called active
PGC1a acetyl inh: lowers PGC1a acetylation signal in U2OS cells. AlphaScreen anti-acetyl-lysine; with virally co-expressed GCN5 acetyltransferase. 350,000 compounds, 0.17% hits. inhibition, % at 15.6 µM;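 active = every replicate shows inhibition of at least 40%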;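 note: 0% = neutral control wells and 100% = positive control wells; some results beyond the cut were filed as inactive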
* hit, by the source's call. The list is partial (hit frequency here may not be typical).

Molecule	PGC1a acetyl inh	PglD inh	FN deposition inh
Cc1cnc(NC(=O)CCCSc2nc3ccccc3s2)s1	-6	-1	5
COc1ccccc1NC(=O)CSc1nc(O)cc(=O)n1C	6	-2	-11
CN(C)c1ccc(/C=N/NC(=O)C(O)(c2ccccc2)c2ccccc2)o1	3	-7	-13
COc1ccc(C(C)(C)C)cc1NC(=O)c1ccoc1C	-14	0	0
OCCCNC(=S)Nc1ccc2nc(-c3ccccn3)c(-c3ccccn3)nc2c1	7	-1	-5
COCCNC(=O)CSc1nc2cc3c(cc2c(=O)n1Cc1ccco1)OCO3	6	-11	8
Cc1c(C(=O)NCCN2CCOCC2)oc2ccc(S(=O)(=O)N3CCCCCC3)cc12	0	5	-17
Cc1cc(C(=O)CSc2nnnn2C)c(C)n1-c1cccc(F)c1	10	4	1
CCOC(=O)/C=C1\NC(C)(C)Cc2cc(OC)c(O)cc21	14	3	9
COc1ccc(NC(=O)N2CC(C)OC(C)C2)cc1OC (configuration not stated)	-3	-1	15
Cc1ccc(S(=O)(=O)N2CCC(C(=O)NCCCN3CCCCCC3)CC2)cc1	2	-3	-3
Cc1cc([N+](=O)[O-])ccc1NCc1cccc([N+](=O)[O-])c1	-10	-2	8
COc1ccc(C2(CNC(=O)/C=C\c3ccco3)CCCC2)cc1OC	-7	-3	5
Cn1c(SCC(=O)Nc2ccccc2F)nnc1-c1cc2ccccc2o1	-13	1	1
O=C(CSc1nnc2n1CCCN2C(=S)Nc1ccc(Cl)cc1)c1ccccc1	-2	-1	-8
Cc1ccc(-n2c(-c3ccccc3)nnc2-c2cccs2)cc1	-14	2	7
COC(=O)Cc1cc(=O)[nH]c(/N=C(\N)Nc2ccccc2C)n1	-10	5	-7
COC(=O)c1cccc(COC(=O)c2ccc(CS(=O)(=O)c3ccc(C)cc3)cc2)c1	-3	-1	11
CCc1nc2ccccc2c(C(=O)O)c1C	3	-2	-6
Cc1ccc(C)c2[nH]c(=O)c(CN(CCN3CCOCC3)Cc3nnnn3CC3CCCO3)cc12 (configuration not stated)	21	1	5
COc1ccc(S(=O)(=O)N2CCN(S(=O)(=O)c3ccc4c(c3)OCCO4)CC2)cc1C	-13	-8	21
COCCN(Cc1cc2cccc(C)c2[nH]c1=O)C(=O)c1ccccc1	8	0	-6
CCOc1ccc(NC(=O)CSc2nc(C)cc(C)n2)cc1	-3	-7	-4
O=C(NCc1ccco1)c1cc(S(=O)(=O)N2CCCc3ccccc32)ccc1Cl	-6	2	7
C=CCOc1ccc2cccc(/C=N/NC(=O)c3cc4cc([N+](=O)[O-])ccc4s3)c2c1	-6	1	1

Look-ups from the list.
For FN deposition inh, COc1ccc(C2(CNC(=O)/C=C\c3ccco3)CCCC2)cc1OC reads 5
For PGC1a acetyl inh, COCCNC(=O)CSc1nc2cc3c(cc2c(=O)n1Cc1ccco1)OCO3 reads 6
For PGC1a acetyl inh, OCCCNC(=S)Nc1ccc2nc(-c3ccccn3)c(-c3ccccn3)nc2c1 reads 7
For PglD inh, O=C(CSc1nnc2n1CCCN2C(=S)Nc1ccc(Cl)cc1)c1ccccc1 reads -1
For PGC1a acetyl inh, Cc1cc(C(=O)CSc2nnnn2C)c(C)n1-c1cccc(F)c1 reads 10
For PGC1a acetyl inh, Cc1ccc(S(=O)(=O)N2CCC(C(=O)NCCCN3CCCCCC3)CC2)cc1 reads 2
For FN deposition inh, COC(=O)c1cccc(COC(=O)c2ccc(CS(=O)(=O)c3ccc(C)cc3)cc2)c1 reads 11

The listing continues:
Molecule	PGC1a acetyl inh	PglD inh	FN deposition inh
CCn1c(COc2cccc(C)c2)nnc1SCC(=O)CC(=O)Nc1ccccc1OC	3	3	-3
COc1ccc(OC)c(N2C(=O)CC(Cc3cc(C)cc(C)c3)C2=O)c1 (configuration not stated)	5	-4	-3
COc1cc(C2C3=C(CCCC3=O)Nc3[nH]n(-c4ccccc4)c(=O)c32)ccc1O (configuration not stated)	11	-5	6
COC(=O)c1ccccc1NC(=O)c1ccc(COc2cccc3ccccc23)o1	-9	1	7
CCCC(C(=O)NC1CCCC1)N(CC1CCCO1)C(=O)c1snc(C(N)=O)c1N (configuration not stated)	1	-3	1
CCOC(=O)/C=c1\sc2n(c1=O)CCN=2	5	2	0
COc1ccc(NC(=O)C2C3CCC(C3)C2C(=O)O)cc1OC (configuration not stated)	9	-6	8
COc1ccc(-c2nc3n(n2)C(c2cccnc2)C(C(N)=O)=C(C)N3)cc1 (configuration not stated)	9	6	1
CCOc1ccc(NC(=O)C2CC(=O)N(CC)C(=Nc3ccc4c(c3)OCO4)S2)cc1 (configuration not stated)	5	4	3
CCOC(=O)COc1ccc(S(=O)(=O)Nc2ccc3c(c2)OCO3)cc1	-1	-1	-3
Cc1nnc(SCc2cc(=O)[nH]c(N3CCCCC3)n2)s1	0	16	4
C#CCn1c(S(=O)(=O)Cc2ccc(F)cc2)nc(-c2ccccc2)c1-c1ccccc1	-35	0	-7
COc1cc(C(=O)N(Cc2cccc(Cl)c2)C2CCS(=O)(=O)C2)cc(OC)c1OC (configuration not stated)	5	3	7
Cc1cc(-n2c(C)cc(C(=O)CN3C(=O)NC4(CCCCCC4)C3=O)c2C)no1	-2	0	-3
CCOc1ccc(N2C(=O)CSC2c2ccncc2)cc1 (configuration not stated)	-2	-2	-11
COc1cccc(-c2nnc(SCc3cccnc3)o2)c1	-8	-1	1
CC(CN1CCOCC1)C(=O)c1ccccc1 (configuration not stated)	-8	3	5
Cc1ccc(-n2nnnc2SCC(=O)c2cc(C)n(-c3cc(C)on3)c2C)cc1	-4	4	-6
CC(=O)Nc1ccc(-c2cn3ccsc3n2)cc1	5	-1	-2
C=CCNC(=O)CN1CCC(n2c(C)nc3cc(C(F)(F)F)ccc32)CC1	-3	-10	-6
CC(C)c1ccc(/C=C2\CC/C(=C\C=N\N(C)C)C2=O)cc1	-57	-2	-9
COc1ccc(-c2cn(-c3ccc(C)cc3)c(=O)n2CC(=O)Nc2ccc(OC)c(OC)c2)cc1	-9	-4	3
CC1(C)CC(=O)C(/C=N/n2cnc3ccccc3c2=O)=C(O)C1	13	-1	1
CNc1csc(C)c(C)c1=O	-1	-2	6
CC(C)(C)C(=O)Nc1ccc(C(=O)Nc2cccnc2)cc1	-13	-5	1

3 entries picked at random from those above, as already listed:
Molecule	PGC1a acetyl inh	PglD inh	FN deposition inh
CC1(C)CC(=O)C(/C=N/n2cnc3ccccc3c2=O)=C(O)C1	13	-1	1
CC(C)c1ccc(/C=C2\CC/C(=C\C=N\N(C)C)C2=O)cc1	-57	-2	-9
COc1ccc(OC)c(N2C(=O)CC(Cc3cc(C)cc(C)c3)C2=O)c1 (configuration not stated)	5	-4	-3

The list goes on:
Molecule	PGC1a acetyl inh	PglD inh	FN deposition inh
Cc1sc2nc(CN3CCOCC3)nc(N3CCC(C(N)=O)CC3)c2c1C	1	1	4
CC(=O)Oc1c(Cl)c(N2CCOCC2)c(OC(C)=O)c2ccccc12	-21	-3	-2
Cn1c(SCC(=O)N2CCOCC2)nc(O)cc1=O	3	2	2
O=C1CCN(S(=O)(=O)c2ccccc2)N1	-6	4	13
O=C(Nc1ccc(SC(F)F)cc1)c1cccc2nc3ccccc3nc12	5	6	-1
Cc1cccc(NC(=O)NCC(c2cccnc2)N2CCOCC2)c1 (configuration not stated)	8	-16	-1
c1cncc(CNC2CCCc3ccccc32)c1 (configuration not stated)	-2	-2	-4
Nc1nnnn1/N=C/c1ccc(O)cc1	18	0	-8
COCC(=O)N(C)C1(c2nnnn2CCOC(=O)Nc2ccc(Cl)cc2)CCCC1	2	-2	4
Cc1ccc(-c2noc(C3CCN(C(=O)Nc4ccc(C#N)cc4)CC3)n2)o1	-3	1	-4
CC1Oc2ccccc2N(CC(=O)NCc2cccs2)C1=O (configuration not stated)	5	-2	-7
O=C(CCS(=O)(=O)c1cccc2nonc12)N1CCN(c2ccc(F)cc2)CC1	3	-2	-4
Cc1cc(NS(=O)(=O)c2ccccc2)c(C)c(Cl)c1O	11	-5	5
CCC(=O)Nc1ccc(N2CCN(C(=O)c3ccccc3C)CC2)cc1	-3	2	-6
O=c1nc(C(F)(F)F)nc2ccccn12	1	-1	2
Oc1ccccc1C1=NOC(O)(C(F)F)C1 (configuration not stated)	5	2	17
Cc1cccc(C(=O)Nc2ccc(C(=O)/C=C/c3cccs3)cc2)c1	-18	0	5
Cc1csc(NC(=O)c2ccccc2[N+](=O)[O-])n1	-1	4	13
CCOc1cccc(C(=O)N2CCCCC2c2cccnc2)c1 (configuration not stated)	-6	0	-2
CC(=O)n1nc(-c2cccnc2)nc1N	2	-12	-1
CC(=O)C1=C(C)NC(SCC(N)=O)=C(C#N)C1c1cccs1 (configuration not stated)	2	1	-3
CCOc1ccc(NCC(=O)Nc2ccc(Cl)cc2C)cc1	-25	1	-4
CCOc1ccc(-n2c(SCC(=O)Nc3cc(C)on3)nnc2-c2c[nH]c3ccccc23)cc1	-25	1	0
Clc1ccc(-n2nnnc2CN2CCCCC2)cc1Cl	-7	-3	2
Cc1cccc(C)c1OCC(O)CN1CCC(CN2C(=O)c3cccc4cccc(c34)C2=O)CC1 (configuration not stated)	0	-11	14
O=C(COC(=O)CSCC(=O)N1CCCCC1)Nc1ccc(Cl)cc1	6	-5	3
Cc1ccc(OCCCC(=O)NCc2ccco2)cc1	-7	-3	-4
CCCC1CCC(c2nc(-c3cccnc3)no2)CC1 (configuration not stated)	-14	-5	-1
CCOc1ccc(N2CC(C(=O)Nc3ccc(S(=O)(=O)N4CCOCC4)cc3)CC2=O)cc1 (configuration not stated)	-6	3	4
CCn1nnnc1SCC(=O)c1cc(OC)ccc1OC	1	-1	-1
CN(CCNC(=O)C1CCN(S(=O)(=O)c2cnc[nH]2)CC1)Cc1ccccc1	-1	-1	8
CCCCN1C(=O)C(NC(=O)c2cccnc2)(C(F)(F)F)C2=C1CC(C)(C)CC2=O (configuration not stated)	-4	1	3
CCOC(=O)CNC(=O)CSc1nc(N)cc(N)n1	6	1	10
CN(C)c1ccc(P(=O)(OCc2ccccc2)C(O)c2cccnc2)cc1 (configuration not stated)	-5	-5	-1
COCc1n[nH]c(=S)n1-c1ccccc1	-5	1	11
CCOC(=O)N1CCN(C(=S)Nc2cccc(C)c2)CC1	2	-3	-11
COc1nc(OC)nc(N2CCC(C(=O)NCc3ccco3)CC2)n1	-7	1	-3
Cc1c(CNC(=O)c2nn3c(c2Cl)NC(c2ccccc2)CC3C(F)(F)F)cnn1C (configuration not stated)	-8	3	-1
COc1ccccc1OCC(=O)Nc1ccccn1	-2	-4	-8
COc1ccc(Cl)cc1C(=O)NNC(=S)NC(=O)c1cc(-c2ccc(Cl)cc2)nc2ccccc12	3	-3	13
O=C1/C(=C\c2ccc(-c3ccccc3Cl)o2)SC(=S)N1CC1CCCO1 (configuration not stated)	11	5	-19
CC(C)(C)NC(=O)CN(Cc1cccnc1)C(=O)c1csnn1	-1	-5	4
N#Cc1ccc(-c2ccco2)nc1SCC(=O)c1ccc(Cl)cc1	-7	-2	13
Brc1cccc(Cn2c(-c3cncs3)nc3ccccc32)c1	-9	3	-19
Cc1cc(C(F)(F)F)nc(NCc2ccc(F)cc2)n1	-9	4	1
COc1ccc(S(=O)(=O)N(CCc2ccccc2)CC(=O)O)cc1	6	8	-8
CNC(=O)COC(=O)c1cc(=O)[nH]c2ccccc12	-7	-5	2
COc1ccc(S(=O)(=O)N(C)CC(=O)Nc2ccccc2C(F)(F)F)cc1Cl	-6	-4	-1
Cc1cc(C)c2c(n1)nn1c(N3CCN(Cc4ccccc4)CC3)cc(C)nc21	6	5	-1
COCCCN1C(=O)C(=O)/C(=C(/O)c2ccc(OC(C)C)cc2)C1c1ccncc1 (configuration not stated)	9	1	7

Next section.
Molecule	PGC1a acetyl inh	PglD inh	FN deposition inh
Cc1cc(C)nc(Nc2ccc(N3CCCC3)cc2)n1	0	4	5
c1ccc(-c2nc(N3CCOCC3)c3ccccc3n2)nc1	11	8	-2
COCC(C)NC(=O)CSc1nc(-c2ccccc2)c(-c2ccccc2)o1 (configuration not stated)	12	5	4
CCCc1ccc(-c2c(C)sc(N)c2C#N)cc1	1	-4	-61
COc1cccc(C2C3CN(C)CC=C3C(C#N)=C(N)C2(C#N)C#N)c1OC (configuration not stated)	-10	-2	3
Cc1ccc(NC(=O)CS(=O)CC(=O)Nc2ccc3c(c2)OCO3)cc1Cl (configuration not stated)	-2	4	9
COC(Cc1n[nH]c(=S)n1-c1ccccc1)OC	1	-3	-6
CCC1(C)Cc2c(sc3nnn(Cc4ccccc4Cl)c(=O)c23)CO1 (configuration not stated)	-9	-1	8
Clc1ccc(COc2ccccn2)c(Cl)c1	0	0	3
O=C(NNc1ccccn1)C(=O)NNS(=O)(=O)c1ccc(Cl)cc1	2	1	4
COc1ccc(C2C(C(=O)c3ccco3)=C(O)C(=O)N2Cc2cccnc2)cc1OC (configuration not stated)	19	-1	4
N#Cc1c(N)nc2c(c1-c1ccncc1)CCCCC2	5	-3	5
COCc1nnc(NC(=O)CSc2ccc(C)cc2)s1	-5	-2	4
COc1ccc(NC(=O)CN(C2CCCCC2)S(C)(=O)=O)cc1Cl	6	-1	1
O=C(CCCNS(=O)(=O)c1cccc2nsnc12)NCc1ccc(Cl)cc1	-7	-3	-6
